NR2E3 ag-1 = NR2E3 agonists in two-hybrid cells, primary screen, cell-based, luminescence, CHO-S, Gal4-NCOR/VP16-NR2E3. Photoreceptor-specific nuclear receptor (Homo sapiens), Q9Y5X4. luciferase. inhibition of corepressor binding, % at 3.98 µM. 360,000 compounds, 0.35% hits. AID 602229, 2012;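 active means inhibition above the mean of all tested compounds plus 3 SD, cut at about 70% in these data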;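 further: 0% = DMSO with NR2E3 transfected cells and 100% = cells lacking NR2E3 construct; higher means lower luciferase signal from less NR2E3 corepressor binding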
Target sequence (Q9Y5X4 whole entry, looked up, the tested form may be a part): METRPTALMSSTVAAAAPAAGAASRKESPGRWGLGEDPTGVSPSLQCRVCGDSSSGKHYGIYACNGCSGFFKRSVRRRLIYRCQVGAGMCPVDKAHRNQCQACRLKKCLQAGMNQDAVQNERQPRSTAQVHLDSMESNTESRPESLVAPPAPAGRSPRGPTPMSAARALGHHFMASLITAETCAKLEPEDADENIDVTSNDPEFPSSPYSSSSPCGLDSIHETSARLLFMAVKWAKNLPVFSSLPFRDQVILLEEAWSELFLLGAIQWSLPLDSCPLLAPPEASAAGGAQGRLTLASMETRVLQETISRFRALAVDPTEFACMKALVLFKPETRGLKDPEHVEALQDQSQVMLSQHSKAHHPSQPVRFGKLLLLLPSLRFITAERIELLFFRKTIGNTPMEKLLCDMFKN
CF NFkB block = inhibitors of PAF-induced NF-kB signaling, primary screen, cell-based, GFP fluorescence, uHTS; 360,000 compounds, 0.86% hits; inhibition, % at 5 µM; KKLEB NF-kB-GFP reporter, GFP fluorescence overnight;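 active means at least 50% inhibition at 5 µM, scaled per plate between neutral and stimulator controls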;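 further: PAF is a Pseudomonas aeruginosa culture filtrate used as stimulus; plate controls were PAF-stimulated DMSO wells for no effect and unstimulated DMSO wells for full effect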
Shn3 inh set2 = reduction of Shn3 3'UTR firefly luciferase signal, primary screen, Schnurri-3 inhibitor project, cell-based, Clone20 osteoblasts, set 2 | 360,000 compounds, 0.52% hits | inhibition, % at 12.5 µM | Clone20 osteoblast Shn3 3'UTR firefly luciferase, 24 h;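 active means mean inhibition of at least 75% with every replicate also reaching 75%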;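 further: 0% = median of neutral control wells and 100% = pilot-screen positive control compound; some compounds past the cut are filed as inactive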
TRPM1 prom inh = inhibitors of MITF-dependent TRPM1 promoter reporter, primary screen, cell-based, SK-MEL-5, single point, luciferase; 330,000 compounds, 0.83% hits; AID 488899, 2010; SK-MEL-5 TRPM1 promoter luciferase, 24 h; inhibition, % at 12.5 µM;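 active means mean inhibition across replicates of 60% or more, whatever share of single replicates reaches that level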; further: values of inactives mirror those of a sister screen read the other way
Peg3 promoter = Peg3 promoter-driven luciferase inhibitors, primary screen, cell-based, HeLa, luciferase luminescence; HeLa PEG-Prom luciferase reporter, overnight; inhibition, % at 20 µM; 360,000 compounds, 1.7% hits; AID 588405, 2011;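 active means inhibition of at least 50% at 20 µM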
TWEAK Fn14 block = inhibitors of TWEAK-Fn14 signaling, primary screen, luciferase reporter cells, uHTS; 360,000 compounds, 2% hits; AID 1159606, 2016; TWEAK-stimulated Fn14 reporter cells, luciferase luminescence, 8 h; inhibition, % at 10 µM; in the data active means inhibition above about 50%
HIF-2a inh = HIF-2a reporter inhibitors, primary screen, luminescence, 786-0 RCC cells; 786-0 RCC cells HIF-2a reporter, luciferase luminescence, overnight; inhibition, % at 18.8 µM; 360,000 compounds, 0.72% hits; AID 624352, 2012;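 active means inhibition of the luminescence signal of 40% or more relative to plate controls, in a single-dose primary screen at 18.75 µM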
TRAIL sens C8 = viability loss with TRAIL in NB7+C8 cells, primary screen, TRAIL sensitizer project, cell-based, ATPlite luminescence | inhibition (viability loss, TRAIL sensitization), % at 10 µM | 360,000 compounds, 1% hits | AID 624354, 2012;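 active means compounds causing at least 50% loss of cell viability in the single-dose screen, relative to plate controls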
KKLEB tox = cytotoxicity in KKLEB CF airway cells, primary screen, cytotoxicity control for CF NF-kB inhibitor project, cell-based, uHTS, fluorescence assay plates; 360,000 compounds, 0.36% hits; KKLEB CF airway cells viability, ATPlite luminescence, overnight; stronger effect = lower value; cells stimulated with P. aeruginosa culture filtrate; activity change (cytotoxicity), % at 5 µM;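 active means corrected activity change at or below -50% at 5 µM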
TROY NFkB inh = inhibitors of TROY-driven NF-kB signaling, primary screen, Q293 LMP1-TROYcd cells, NF-kB luciferase, uHTS; Q293 LMP1-TROYcd NF-kB luciferase reporter, 4 h; inhibition, % at 10 µM; 360,000 compounds, 0.98% hits;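 active means compounds whose plate-normalised and pattern-corrected inhibition of the luciferase reporter signal at the single screening dose is 50% or more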
NR2E3 ag-2 = inhibitors of NR2E3-RetCOR corepressor binding, primary screen, NR2E3 agonist project, biochemical, TR-FRET, GST-NR2E3, biotin-RetCOR; 320,000 compounds, 0.12% hits; Photoreceptor-specific nuclear receptor (Homo sapiens), Q9Y5X4; inhibition of corepressor binding, % at 4.78 µM; AID 2300, 2010; 1536-well;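 active means percent inhibition above the cutoff of mean plus 3 SD of all tested compounds, set per screening campaign, cut at about 20% in these data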;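 further: 0% = DMSO wells and 100% = biotin wells as full block of FRET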
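Material: NR2E3–RetCOR corepressor complex / Incubation: Compound–protein incubation for 5 h at 4 °C / Dosing: compound at 4.8 µM, single dose / Detection: time-resolved FRET / Benchmarks: high control biotin, low control 0.6% DMSO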
An asterisk follows results filed as active; nt = no result given.

SMILES	NR2E3 ag-1	CF NFkB block	Shn3 inh set2	TRPM1 prom inh	Peg3 promoter	TWEAK Fn14 block	HIF-2a inh	TRAIL sens C8	KKLEB tox	TROY NFkB inh	NR2E3 ag-2
Cc1ccc(Nc2nc(N3CCOCC3)nc(N3CCOCC3)n2)cc1	8	11	59	-75	-5	-14	26	8	-32	8	3
Cc1ccc(C2N(c3cccc(Cl)c3)C(=O)C3CCCN32)o1 (stereo not drawn)	-27	-10	-13	-4	-6	3	-1	-4	6	-4	-3
CSc1cccc(NC(=O)C2CCCN(c3ncnc4c3nc3n4CCCCC3)C2)c1 (stereo not drawn)	5	5	17	11	34	-1	5	10	-16	0	-5
O=C(N/N=C/c1ccco1)c1cc(-c2cccs2)[nH]n1	-28	12	11	-5	-45	-8	-60	-2	0	-23	1
O=C(Nc1nc(N2C(=O)c3ccccc3C2=O)n(-c2ccccc2)n1)c1ccc(Cl)cc1	-11	2	10	-8	-10	-4	-4	8	0	-4	3
Cc1ncc([N+](=O)[O-])n1CC(=O)NC(C)(C)C	19	-10	5	3	6	7	4	-8	1	8	0
COc1ccc(/C=N/NC(=O)CNC(=O)c2ccc3c(c2)OCCO3)c(C(=O)O)c1OC	-4	14	3	-9	-19	-15	11	0	3	-9	4
Cc1ccc(N2C(=O)NC(NC(=O)C(C)(C)C)(C(F)(F)F)C2=O)cc1C (stereo not drawn)	-27	13	3	2	12	3	15	-7	-13	15	0
CC(C)(C)OC(=O)N1CCCC1C(=O)N1CCc2ccccc21 (stereo not drawn)	-7	7	-1	3	8	9	3	2	4	-32	1
CCc1ccccc1N(C(=O)c1snc(C(N)=O)c1N)C(C(=O)NCC1CCCO1)c1ccc(OC)c(OC)c1 (stereo not drawn)	23	18	8	21	18	10	10	-8	4	17	nt
O=C(COC(=O)c1cccnc1)Nc1ccccc1	-29	3	-5	-4	17	2	-3	14	-2	-8	2
COc1ccc(C(=O)NCC(c2cccs2)N2CCc3ccccc32)c(OC)c1 (stereo not drawn)	12	9	22	2	21	18	16	19	14	12	-2
COc1ccc(-c2nn(-c3ccccc3)cc2CO)cc1OC	5	17	-6	-5	3	5	5	2	-11	-7	0
Fc1ccc(-c2[nH]ncc2-c2nnnn2-c2ccccc2)c(F)c1	-7	8	14	-7	1	-1	12	12	5	-11	3
CCOC(=O)N1CCN(C(=O)c2ccc3c(=O)n(Cc4ccccc4)c(=S)[nH]c3c2)CC1	-22	14	11	1	26	11	17	18	-5	-2	1
Cc1cc(/C=C2\SC(=S)N(Cc3ccco3)C2=O)c(C)n1-c1cccnc1	-32	-27	7	-31	-249	34	-266	7	14	0	nt
CCc1c(C)nc2c(C#N)c(C)[nH]n2c1=O	5	0	1	10	22	-2	32	1	-6	-18	-1
CCC(CC)C1=NN2C(=N)/C(=C\c3cc(C)n(-c4cccc(C)c4)c3C)C(=O)N=C2S1	-4	-15	-7	2	22	-34	5	-1	-7	22	-1
Cc1nn(-c2ccccc2)c2nc(C(F)F)cc(C(F)F)c12	-1	11	2	0	-3	-1	6	-16	-5	-9	-3
Cc1sc2ncn(CC(=O)N3CCCC(C)C3)c(=O)c2c1S(=O)(=O)N1CCCCC1 (stereo not drawn)	-29	-2	-11	2	8	1	11	-11	-14	-6	0

Part of the list above, in CSV form:
SMILES,NR2E3 ag-1,CF NFkB block,Shn3 inh set2,TRPM1 prom inh,Peg3 promoter,TWEAK Fn14 block,HIF-2a inh,TRAIL sens C8,KKLEB tox,TROY NFkB inh,NR2E3 ag-2
O=C(COC(=O)c1cccnc1)Nc1ccccc1,-29,3,-5,-4,17,2,-3,14,-2,-8,2
COc1ccc(C(=O)NCC(c2cccs2)N2CCc3ccccc32)c(OC)c1 (stereo not drawn),12,9,22,2,21,18,16,19,14,12,-2
COc1ccc(-c2nn(-c3ccccc3)cc2CO)cc1OC,5,17,-6,-5,3,5,5,2,-11,-7,0

(listing goes on)
SMILES	NR2E3 ag-1	CF NFkB block	Shn3 inh set2	TRPM1 prom inh	Peg3 promoter	TWEAK Fn14 block	HIF-2a inh	TRAIL sens C8	KKLEB tox	TROY NFkB inh	NR2E3 ag-2
CC(C)C(=O)Nc1cccc(C(=O)Nc2ccc(S(=O)(=O)Nc3nccs3)cc2)c1	-24	18	10	-1	-17	-8	15	3	-3	7	2
C#CCNC(=O)C(C)c1ncc(C(F)(F)F)cc1Cl (stereo not drawn)	20	16	8	7	2	1	6	-3	-5	-5	5
Cc1c(N2C(=O)c3cccc4cccc(c34)C2=O)cnn1C	2	4	23	9	0	-3	-4	12	5	-8	0
O=C(O)c1c(C(=O)O)c(-c2ccc(F)cc2)n2c1CCC2	-23	2	8	1	10	6	11	-6	-7	2	0
CN(C)/C=N/c1c(C#N)cnn1-c1ccccc1	-16	7	-48	-2	16	3	19	-6	-24	9	0
Cn1ncc(Br)c1C(=O)N1CCCC1	-25	-2	-4	6	9	-11	0	-2	17	-14	5
Cc1cc2nc(-c3cccc(NC(=O)c4ccc(Br)o4)c3C)oc2cc1C	-67	1	-32	-11	-159	25	-37	44	-16	-10	-4
COc1ccc(CCNC(=O)/C(C#N)=C/c2ccc(OCC(=O)NCC3CCCO3)cc2)cc1OC (stereo not drawn)	2	10	14	-1	8	20	13	-2	4	17	1
COC(=O)c1ccccc1S(=O)(=O)N1CCC(C(=O)Nc2ccccc2N2CCOCC2)CC1	0	8	-13	-1	9	6	-15	2	-5	-7	nt
COc1ccc2cc(C(C)c3nc4ccccc4c(=O)n3N)ccc2c1 (stereo not drawn)	19	-4	8	2	7	-12	9	1	-1	18	1
CCc1c(C)nc2ncnn2c1N1CCC(C(=O)N2CCN(c3ccc(F)cc3)CC2)CC1	0	8	-8	-4	30	-3	19	-4	-10	-2	1
Nc1c(S(=O)(=O)c2ccccc2)c2nc3ccccc3nc2n1Cc1ccco1	33	-2	8	17	24	19	38	2	-17	8	0
NS(=O)(=O)c1ccc(O)c(N2C(=O)c3cccc4c(C(=O)O)ccc(c34)C2=O)c1	-4	1	6	-3	7	7	15	-2	-6	0	3
CC1CCCCN1CCn1c(=S)[nH]c2cc3c(cc2c1=O)OCO3 (stereo not drawn)	14	-10	1	-2	-5	-13	3	0	12	0	3
Cc1cc2oc(C(=O)N(Cc3ccccc3)c3ccccn3)cc(=O)c2cc1Cl	-20	9	1	nt	9	-3	13	1	9	0	0
CCCCC1CC(CSc2ncn[nH]2)OC1=O (stereo not drawn)	-6	2	17	-2	-4	11	10	-3	8	-9	2
Cc1ccccc1-c1ncc(CN2CCN(C3CCCC3)C(CCO)C2)cn1 (stereo not drawn)	1	-1	-13	2	-4	-1	2	-1	4	-9	-2
O=C1c2ccccc2C(=O)N1CC(O)CN1CCOCC1 (stereo not drawn)	-2	-10	15	4	0	-1	2	4	-3	-10	0
Cc1ccc(-c2cnc(C(O)c3cccc(C)c3C)[nH]2)cc1 (stereo not drawn)	-5	-2	-16	nt	-14	-2	2	-12	-3	-24	nt
Cc1ccc(CNC(=O)COc2cc(O)c3c(c2)OC(C)(C)CC3=O)cc1	7	-23	5	-7	-21	-30	-39	6	5	7	3
CCOc1ccc(NC(=O)CN2CCN(CC(=O)Nc3ccc4c(c3)OCCO4)CC2)cc1	3	-2	-4	8	5	-5	13	2	3	7	5
Cc1ccc(S(=O)(=O)N(CC2CO2)c2cc(Cl)ccc2Cl)cc1 (stereo not drawn)	-5	8	8	10	15	25	19	-12	-1	4	-1
Cc1cccc(CN2C3=NCCCN3c3ccccc32)c1	5	3	47	5	5	6	17	0	-5	10	0
Cc1nc2ccc(NC(=O)Cc3ccc(Br)cc3)cc2s1	-27	0	6	-6	-39	-23	-95	-1	8	-30	2
Cc1cc(C(=O)N(C)C)sc1-c1ccccc1	-93	-9	-65	-67	-216	-12	-163	4	2	-53	-1
CN(CC1CCN(CCc2cccc(C(F)(F)F)c2)CC1)C(=O)c1ccc(F)cc1F	9	10	1	6	5	-8	18	-3	8	13	4
OCC[C@H]1C[C@H](O)[C@@H](O)[C@@]2(Cc3ccccc3CCO2)O1	-26	22	-7	4	-10	5	6	0	-11	-5	0
O=C(NNS(=O)(=O)c1ccc(F)cc1)c1cccc(O)c1	-35	-7	-8	8	2	-10	21	1	3	2	2
CCCCCn1c(=O)c(F)cn(Cc2ccc(OC)c([N+](=O)[O-])c2)c1=O	4	-11	17	-5	27	-14	6	-4	12	8	-1
CC1CCN(C(=O)c2nc[nH]c2C(=O)O[C@H](C)c2ccccc2)CC1	-6	-18	-1	12	12	0	13	-17	-8	10	-1
COc1ccccc1-c1cccc(-c2nc(C(=O)Nc3nccs3)cc3c2[C@@H](CCO)N(C(C)=O)C3)c1	-1	nt	nt	nt	nt	28	-14	17	nt	5	nt
CC(=O)Oc1ccc(C(=O)[C@H]2[C@H]3C(=O)N(c4ccc(C)cc4)C(=O)[C@H]3[C@@H]3C=CC=NN32)cc1	-49	-11	-24	-8	-30	-9	-24	-3	17	-4	-1
c1ccc(CSCCc2ccncc2)cc1	-9	7	12	-8	-35	10	-18	-28	-5	-10	0
C[C@@H]1CCCCO[C@@H](CN(C)C(=O)C2CCCCC2)[C@@H](C)CN([C@H](C)CO)C(=O)c2cc(NC(=O)NC3CCCCC3)ccc2O1	9	9	-25	nt	-2	14	-4	6	-5	3	nt
Cc1noc(C)c1-c1ccc(C(=O)NCc2ccc(Cl)cc2)c2occc12	-9	-87	-21	nt	-50	4	-166	4	-9	-23	nt
COc1ccc2[nH]c(C(=O)N3CCNCC3)cc2c1OC	-11	4	9	0	-8	8	4	-9	8	-6	nt
CCc1nnc(NS(=O)(=O)c2ccc(NC(=O)c3cccc(Cl)c3)cc2)s1	-11	4	-21	-112	13	7	14	9	0	6	2
Cc1ccc(C2C3=C(CC(C)(C)CC3=O)N=C3c4ccccc4C(=O)C32)cc1 (stereo not drawn)	-27	24	12	1	32	58*	30	-10	-3	28	0
COC(=O)c1ccc(NC(=O)Nc2ccc(F)cc2)cc1	-84	-4	-21	-62	-209	-5	-203	14	11	-29	2
CC(C)C[C@H]1COCCS(=O)(=O)N1Cc1cccc(Cl)c1	5	0	-6	7	26	11	12	20	5	-2	-1
O=C(c1ccc(F)cc1F)N1CCCC(c2nc(-c3ccc(F)cc3)no2)C1 (stereo not drawn)	-12	14	3	5	-5	-8	-36	17	-14	4	0

Screens (PubChem)

A portion of the library, so the mix of outcomes need not match the whole.
